Screens from PubChem BioAssay.
MBNL1-CUG inh: qHTS Assay for Inhibitors of MBNL1-poly(CUG) RNA binding; TR-FRET MBNL1-His/biotin-(CUG)12 binding, 665/545 ratio; Potency, µM (titrated, usually from 57.5 µM), for the others: at the highest dose activity change, negative = inhibition, hits mostly inhibitors; 0.036% of 280,000 active; active = well fitted inhibition curve with a large enough effect in the signal ratio, with a control signal flat, not every such curve was filed as active; inconclusive = small, poorly fitted or top-dose-only effect, or effect the other way, or a change in a side signal; inactive = no such curve, though single readings can be large or run the other way; the % refers to the signal ratio; note: % is set by controls: 0 for no effect and ±100 for the full control effect
Target sequence (Q9NR56 whole entry, looked up): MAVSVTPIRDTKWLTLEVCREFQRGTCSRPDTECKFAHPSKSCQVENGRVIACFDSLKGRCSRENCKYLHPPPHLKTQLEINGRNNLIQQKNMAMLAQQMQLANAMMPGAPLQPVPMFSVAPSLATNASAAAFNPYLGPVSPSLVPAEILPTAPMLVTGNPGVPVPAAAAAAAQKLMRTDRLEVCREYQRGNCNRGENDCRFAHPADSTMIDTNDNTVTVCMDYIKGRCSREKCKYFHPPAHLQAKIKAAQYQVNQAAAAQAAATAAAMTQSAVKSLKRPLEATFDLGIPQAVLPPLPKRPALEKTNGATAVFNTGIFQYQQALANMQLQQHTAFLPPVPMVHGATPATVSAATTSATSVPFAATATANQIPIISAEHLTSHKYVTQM
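Ratiometric TR-FRET (665 over 545 nm, excitation 340 nm) tracks disruption of MBNL1-His/biotin-(CUG)12 complex after 60 min at room temperature, with compounds at 92 nM to 58 uM final.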
uPA generation: qHTS for Inhibitors of Cell Surface uPA Generation; Potency, µM (doses to about 38.3 µM), inactives show at the highest dose activity change, negative = inhibition, actives largely listed as inhibitors; 0.31% of 330,000 active; cell surface uPA generation assay, qHTS; active = well fitted inhibition curve with a large enough effect; inconclusive = small, poorly fitted or top-dose-only effect; inactive = no such curve, though single readings can be large or run the other way; tested in mouse RAW 264.7 cells; note: % is set by controls: 0 for no effect and ±100 for the full control effect; nearly all actives have a fitted effect of over 55% in size
p53 reactivator: qHTS assay for re-activators of p53 using a Luc reporter. Potency, µM (series often up to 92.2 µM), for inactives: at the highest dose activity change, positive = activation, usual class: activators. AID 504706, 2011. H1299 p53-A138V BP100-luciferase reporter, luminescence, 24 h. 0.063% of 320,000 active; note: % of control where 0% means no effect; nearly all actives have a fitted effect of over 45% in size
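p53-null H1299 cells stably carrying temperature-sensitive p53-A138V and a BP100-luciferase reporter were pinned with compounds (4-point, 1:5 series) and held 24 hrs at 37 deg C. Luminescence was read 10 min after detection reagent.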
FLuc modulator: qHTS profiling assay for firefly luciferase inhibitor/activator using purifed enzyme and Km concentrations of substrates (counterscreen for miR-21 project); purified FLuc, Km substrates, luminescence inhibition; Potency, µM (top dose mostly 57.5 µM), inactives show top-dose activity change, negative = inhibition, most hits filed as inhibitors; 6.9% of 360,000 active;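 note: plate controls were vehicle for no effect and reference inhibitor for full effect; nearly all actives have a fitted effect of over 55% in size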
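Purified P. pyralis luciferase, 10 nM final, with Km-level 10 uM D-luciferin and 10 uM ATP in 50 mM Tris acetate pH 7.5, 10 mM Mg acetate, 0.01% Tween-20, 0.05% BSA; 6-point qHTS titration about 60 µM downward; luminescence read.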
CXXC DNA block: qHTS Fluorescence Polarization Assay for Inhibitors of MLL CXXC domain - DNA interaction. MLL-CXXC / FITC-HOXA9 DNA fluorescence polarization. 0.037% of 290,000 active. Potency, µM (series often up to 115 µM), for inactives: at the highest dose activity change, negative = inhibition, most hits filed as inhibitors. Histone-lysine N-methyltransferase 2A (Homo sapiens), Q03164; active = well fitted inhibition curve with a large enough effect in the polarisation, with a control signal flat, not every such curve was filed as active; inconclusive = small, poorly fitted or top-dose-only effect, or effect the other way, or a change in a side signal; inactive = no such curve, though single readings can be large or run the other way; the % refers to the polarisation
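Purified MLL-CXXC (added from a 7 uM solution) was preincubated 5 min at ambient with pinned compounds in 50 mM Tris-HCl pH 7.5, 50 mM NaCl, 1 mM DTT, 0.05% BSA. Fluorescein-labeled HOX-A9 DNA (50 nM solution) followed, 30 min, then polarization read.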
VP16 counter: VP16 counterscreen qHTS for inhibitors of ROR gamma transcriptional activity; Drosophila S2 Gal4-VP16 UAS-luciferase, luminescence, 20 h; Potency, µM (series often up to 53.6 µM), for inactives: at the top dose activity, negative = inhibition, most hits filed as inhibitors; 3.5% of 310,000 active;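 note: Gal4-VP16 expression switched on by copper sulfate through the metallothionein promoter; % is set by controls: 0 for no effect and ±100 for the full control effect; nearly all actives have a fitted effect of over 50% in size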
NPC1 prom act: qHTS Assay for NPC1 Promoter Activators; Potency, µM (series often up to 9.22 µM), for the others: at the top dose activation, most hits filed as activators; 2.4% of 320,000 active; AID 485313, 2010; Huh7 NPC1 promoter luciferase reporter, 24 h;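 note: % of control where 0% means no effect; nearly all actives have a fitted effect of over 60% in size; reporter is driven by a mutant NPC1 promoter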
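Luciferase expression driven by the NPC1 promoter was measured in stably transfected Huh7 cells after a 24 h compound incubation, using a luciferase reagent and a luminescence read.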
BRCA1 expr act: qHTS Assay to Identify Small Molecule Activators of BRCA1 Expression | MCF7-BRCA1-FFLuc reporter, luminescence, 48 h; response scale: scaled: vehicle 0%, 10 µM genistein 100% | Potency, µM (titrated, usually from 46.1 µM), without a hit: at the highest dose activation, hits mostly activators | 1.1% of 380,000 active | AID 624202, 2012; note: nearly all actives have a fitted effect of over 80% in size; some results filed as inactive show a strong effect at the top dose
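Compounds are tested at multiple concentrations on MCF7 BRCA1-luciferase reporter cells seeded at 2000 per well; after 48 h, a single luminescence end-point is taken and curves fitted to the normalized data.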
Rab9 promoter act: qHTS Assay for Rab9 Promoter Activators; Potency, µM (doses to about 9.22 µM), inactives show top-dose activation, negative = inhibition, most hits filed as activators; AID 485297, 2010; Huh7 Rab9 promoter-luciferase reporter, luminescence, 24 h; 2.8% of 320,000 active; note: % of control where 0% means no effect; nearly all actives have a fitted effect of over 60% in size
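Huh7 cells stably carrying Rab9 promoter–luciferase reporter, plated 1500 cells/well, compound added after 2 h and incubated 24 h at 37 °C; luciferase luminescence then read after 10 min with detection reagent.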
RORg inh: qHTS for inhibitors of ROR gamma transcriptional activity. 5.4% of 310,000 active. Nuclear receptor ROR-gamma (Mus musculus), P51450. Drosophila S2 Gal4-RORgamma UAS-luciferase reporter, 20 h. Potency, µM (top dose mostly 53.6 µM), without a hit: at the highest dose activity change, negative = inhibition, hits mostly inhibitors; note: % is set by controls: 0 for no effect and ±100 for the full control effect; nearly all actives have a fitted effect of over 60% in size
Target sequence (P51450 whole entry, looked up, the tested form may be a part): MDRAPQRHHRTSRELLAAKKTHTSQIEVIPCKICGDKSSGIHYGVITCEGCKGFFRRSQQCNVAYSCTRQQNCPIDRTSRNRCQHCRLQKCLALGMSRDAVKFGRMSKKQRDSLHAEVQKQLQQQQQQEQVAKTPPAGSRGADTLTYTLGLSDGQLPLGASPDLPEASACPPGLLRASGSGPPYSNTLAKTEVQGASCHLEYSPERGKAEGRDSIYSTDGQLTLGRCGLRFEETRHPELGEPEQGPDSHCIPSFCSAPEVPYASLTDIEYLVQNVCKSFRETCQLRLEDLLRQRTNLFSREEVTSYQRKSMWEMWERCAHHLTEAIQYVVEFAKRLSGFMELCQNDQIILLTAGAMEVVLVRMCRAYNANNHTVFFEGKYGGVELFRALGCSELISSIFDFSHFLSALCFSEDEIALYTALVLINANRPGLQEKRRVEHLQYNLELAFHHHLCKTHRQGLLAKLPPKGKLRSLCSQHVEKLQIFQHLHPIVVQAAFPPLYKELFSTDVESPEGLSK
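Drosophila Schneider cells stably carrying a metallothionein-driven Gal4 DBD–ROR gamma fusion and a UAS-Photinus luciferase reporter were exposed to compound for 1 hr, then induced with copper sulfate (700 uM final) for 20 hr at ambient temperature before luminescence reading.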
ELG1 genotoxic: qHTS screen for small molecules that induce genotoxicity in human embryonic kidney (HEK293T) cells expressing luciferase-tagged ELG1; HEK293T ELG1-luciferase reporter, luminescence, 16 h; Potency, µM (highest dose often 46 µM), inactives show top-dose activity change, positive = activation, hits mostly activators; 1.3% of 330,000 active; note: % of control where 0% means no effect; nearly all actives have a fitted effect of over 60% in size
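Screening used a luciferase reporter fused to human ELG1 in HEK293T cells. Luminescence was read on a CCD plate imager after 16 hr exposure and 30 min ONE-Glo incubation.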
* = called active by the depositor; ? = inconclusive; / = no result given; [ ] = dose if it differs, or a comment. Unless noted, calls come from the whole dose curve; as a rule, active = well fitted curve in the direction sought with a large enough effect; inconclusive = small, poorly fitted or top-dose-only effect, or another doubt; inactive = no such curve, though single readings can be large; an effect the other way counts as inactive or inconclusive. Potency is the fitted concentration of half-maximal effect. Only part of the results is shown; rates above refer to the full screens.

SMILES	MBNL1-CUG inh	uPA generation	p53 reactivator	FLuc modulator	CXXC DNA block	VP16 counter	NPC1 prom act	BRCA1 expr act	Rab9 promoter act	RORg inh	ELG1 genotoxic
Cc1ccc(NC(=O)C2C3C=CC4(O3)C2C(=O)N(CCN2CCOCC2)C4C(=O)NC2CCCCC2)cc1C (stereo not given)	2%	-8%	3%	1%	-1%	5%	3%	-4%	-4%	1%	-1%
Cc1cccc(C)c1NC(=S)N(CCN(C)C)C(C)c1ccccn1 (stereo not given)	13%	-6%	-1%	-1%	2%	1%	-1%	7%	-6%	-43%	2%
CC(=O)N1CCOc2ccc(S(=O)(=O)Nc3cccc(C)c3)cc21	-1%	1%	-1%	3%	1%	-4%	0%	-27%	0%	?	-4%
CC(C)c1nnc(NC(=O)CCc2ccccc2)s1	-8%	3%	8%	-6%	-20%	1%	22%	50%	-6%[1.84 µM]	-3%	8%
COC(=O)c1sc(SC)c2c1CC(C)(C)C/C2=N/O	6%	-2%	-3%	0%	-7%	-1%	1%	-26%	-2%	16%	-2%
CCCCOc1ccccc1C(=O)NCC(=O)O	-9%	6%	-1%	3%	-7%	8%	0%	-1%	4%	-5%	-1%
COc1cccc(C(C(=O)NC2CCCC2)N(C(=O)c2ccco2)c2cccc(C(C)=O)c2)c1OC (stereo not given)	1%	-9%	-3%	4%	-7%	8%	1%	-17%	-3%	27%	8%
COc1ccccc1NC(=O)CCc1nc2ccccc2s1	-3%	-4%	-2%	-2%	-3%	5%	-3%	19%	10%	40%	0%
Cc1ccc(NC(=O)NC2=N/C(=C(/C#N)C(=O)N3CCCC3)c3ccccc32)cc1	?	-1%	19%	-4%	-1%	18%	0%	86%	0%	44%	-1%
COCC1CCN(C(=O)CC2C(=O)NCCN2Cc2cccc(Oc3ccccc3)c2)CC1 (stereo not given)	-2%	-5%	10%	0%	-12%	-3%	2%	-23%	7%	?	1%
CC1CCCCC1NC(=O)c1cncc(Br)c1 (stereo not given)	8%	-2%	-5%	-5%	1%	8%	4%	49%	3%	20%	-6%
Cc1ccc(NC(=O)CNC(=O)c2cccs2)c(O)c1	/	1%	8%	3%	/	/	1%	-7%	10%	/	2%
CC(C)C1C(C#N)=C(N)Oc2n[nH]c(-c3ccc4ccccc4c3)c21 (stereo not given)	3%	?	-5%	-10%	19%	-2%	-20%	-74%	-18%	3%	11%
Cc1cc(NS(=O)(=O)c2ccc(Nc3nc(-c4sc(NC(=O)c5ccccc5)nc4C)cs3)cc2)no1	10%	/	2%	?	?	-1%	-2%	/	-7%	0%	-8%
COc1ccc(CCNC(=O)C/C(C)=N/NC(=O)c2ccc(Cl)cc2Cl)cc1OC	3%	8%	10%	-3%	28%	4%	-5%	7%	0%	0%	1%
CCOC(=O)c1c(C)[nH]c(C(=O)OCC(=O)NC2CCS(=O)(=O)C2)c1C (stereo not given)	6%	0%	3%	1%	13%	-3%	4%	1%	3%	14%	0%
COC(=O)c1ccc(CN2CCN(C(C)C)C(CCO)C2)cc1 (stereo not given)	-7%	-3%	-1%	0%	-8%	-5%	0%	2%	-12%	?	-1%
O=C(CN1CCCC1)Nc1sc2c(c1C(=O)Nc1ccccc1)CCCC2	-1%	3%	-1%	0%	-9%	10µM*	0%	-11%	-2%	5µM*	0%
O=C1CN(S(=O)(=O)c2ccccc2)CCN1S(=O)(=O)c1ccccc1	6%	4%	-4%	-1%	5%	-16%	-1%	-9%	-2%	-5%	0%
Cc1cnc(NC(=O)CSc2nnc(-c3ccc(Cl)cc3Cl)n2N)s1	-4%	-3%	-3%	5%	1%	19%	-1%	13%	-2%	?	-1%
OC(CNC1CCCCC1)COCCOc1ccc(Br)cc1 (stereo not given)	-14%	2%	-18%	-1%	-7%	-14%	1%	-25%	-6%	-6%	-1%
Cc1cc(C)c(NC(=O)C2c3ccccc3Oc3ccccc32)c(C)c1	-9%	0%	9%	3%	1%	2%	3%	-20%	-4%	-26%	10%
COc1ccc(Cn2c(N)c(S(=O)(=O)c3cccs3)c3nc4ccccc4nc32)cc1	?	-2%	-6%	0%	20%	-12%	1%	-13%	2%	-38%	2%
Cc1ccnc(NC(=O)CCC(=O)N(CC(=O)NC2CCCCC2)CC2CCCO2)c1 (stereo not given)	-7%	1%	-1%	9%	-4%	-4%	-1%	-15%	-4%	8%	1%
CSc1cccc(NS(=O)(=O)c2ccc(F)cc2)c1	3%	-3%	1%	3%	-5%	-15%	1%	-24%	-8%	-17%	-4%
O=C(/C=C/c1cccc([N+](=O)[O-])c1)NCCSCc1c(Cl)cccc1Cl	13%	8%	-13%	1%	-2%	6%	-3%	-2%	-2%	29%	0%
CCOC(=O)C1=C(COC(=O)c2ccccc2OC)NC(=O)NC1C (stereo not given)	/	-3%	-5%	?	/	/	-3%	-3%	-10%	/	1%
Cc1ccccc1N/N=C/c1c(C)nc2ccccn12	8%	7%	-3%	12µM*	-11%	-6%	3%	-46%	8%	10µM*	-4%
CC(=O)Nc1cccc(Oc2cnc3ccccc3n2)c1	1%	-6%	9%	?	11%	15%	18%	19%	22%	18%	-2%
COc1ccccc1NC(=O)c1cc2cc(Br)ccc2oc1=N	3%	-9%	7%	4.8µM*	14%	0%	26%	15%	-1%[1.84 µM]	-45%	2%
CCOc1ccc(N2C(=O)CC(Sc3nc(CC(C)C)ccc3C#N)C2=O)cc1 (stereo not given)	?	-3%	1%	-15%	?	1%	-5%	-6%	-2%	-32%	-1%
Cc1ccc(N2C(=O)CC(N(O)C3CC(=O)N(c4ccc(C)cc4)C3=O)C2=O)cc1 (stereo not given)	2%	2%	-2%	-2%	24%	-9%	0%	9%	2%	23%	1%
Cc1ccc(NC(=O)c2ccc(NCCCN3CCC(C)CC3)c([N+](=O)[O-])c2)c(C)c1	?	2%	-7%	-2%	7%	1%	-7%	-46%	-6%	5%	0%
Cc1ccccc1-c1nnc(SCC(=O)Nc2cccc(C)c2C)o1	-10%	-5%	25%	-2%	-1%	-24%	-4%	55%	-1%	-25%	3%
Cc1cc(C(=O)N/N=C/c2ccc(Br)o2)n[nH]1	?	-3%	10%	-11%	8%	24%	9%	14%	6%	17%	-1%
COc1ccc(N(C)S(=O)(=O)c2cccc(C(=O)NC3CCCC(C)C3C)c2)cc1 (stereo not given)	/	-1%	-3%	-1%	/	/	-5%	-60%	-1%	/	-9%
CN(C(=O)c1ccoc1)c1ccc2ccccc2c1	0%	?	-5%	-1%	4%	-8%	-10%	-35%	-5%	-29%	-10%
O=C(Nc1c2n(c(=S)n(-c3ccccc3)c1=O)CCCCC2)c1ccccc1	-2%	2%	0%	-5%	-3%	-1%	-5%	-24%	-3%	-1%	4%
COC(=O)[C@H](CCSC)NC(=O)N1CCN(Cc2ccccc2)CC1	-7%	/	-2%	2%	2%	-2%	6%	6%	-5%	20%	1%
CCC(NC(=O)c1ccccc1O)c1ccccc1 (stereo not given)	-5%	/	8%	3%	15%	14%	0%	-26%	0%	1%	-18%
COc1cc(/C=N/n2c(C)n[nH]c2=S)ccc1OCc1ccc(F)cc1	11%	-5%	?	-19%	1%	13%	19%	5.6µM*	14%	4µM*	?

Compound profiles (already shown). Values in the order: MBNL1-CUG inh	uPA generation	p53 reactivator	FLuc modulator	CXXC DNA block	VP16 counter	NPC1 prom act	BRCA1 expr act	Rab9 promoter act	RORg inh	ELG1 genotoxic
Profile of `CSc1cccc(NS(=O)(=O)c2ccc(F)cc2)c1` : 3%	-3%	1%	3%	-5%	-15%	1%	-24%	-8%	-17%	-4%
Profile of `CCC(NC(=O)c1ccccc1O)c1ccccc1` (stereo not given) : -5%	/	8%	3%	15%	14%	0%	-26%	0%	1%	-18%

Entries above containing a nitro group on carbon (2):
SMILES	MBNL1-CUG inh	uPA generation	p53 reactivator	FLuc modulator	CXXC DNA block	VP16 counter	NPC1 prom act	BRCA1 expr act	Rab9 promoter act	RORg inh	ELG1 genotoxic
O=C(/C=C/c1cccc([N+](=O)[O-])c1)NCCSCc1c(Cl)cccc1Cl	13%	8%	-13%	1%	-2%	6%	-3%	-2%	-2%	29%	0%
Cc1ccc(NC(=O)c2ccc(NCCCN3CCC(C)CC3)c([N+](=O)[O-])c2)c(C)c1	?	2%	-7%	-2%	7%	1%	-7%	-46%	-6%	5%	0%
